From PubChem BioAssay
p53ts 39C kill = qHTS Screen for Compounds that Selectively Target Cancer Cells with p53 Mutations: Cytotoxicity of p53ts Cells at the Nonpermissive Temperature | Potency, µM (doses to about 46.1 µM), inactives show top-dose activity change, negative = cell killing, hits mostly cytotoxic | hit rate 1.5% among 130,000 | H1299-p53A138V viability at 39C, ATP luminescence, 24 h; further: nearly all actives have a fitted effect of over 55% in size
p53ts 32C kill = qHTS Screen for Compounds that Selectively Target Cancer Cells with p53 Mutations: Cytotoxicity of p53ts Cells at the Permissive Temperature; H1299-p53A138V at 32C, ATP luminescence viability, 24 h; Potency, µM (series often up to 46.1 µM), without a hit: top-dose activity change, negative = cytotoxicity, actives largely listed as cytotoxic; hit rate 0.93% among 130,000;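 further: 0% = DMSO and -100% = full killing by reference compound; nearly all actives have a fitted effect of over 55% in size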
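Viability by ATPlite luminescence after 24 h compound treatment (up to 46 uM) at the permissive 32C. Cells are H1299 carrying p53 A138V. Scale runs from DMSO basal to 100 uM tamoxifen as full kill; AC50 from Hill fits.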
IkB signaling = IkB Signaling. AID 445, 2006. Potency, µM (top dose mostly 57.1 µM), without a hit: at the top dose IkBa stabilization activation. ABC-DLBCL IkBa-CBG/CBR dual luciferase ratio, 4 h; response scale: scaled: untreated 0%, proteasome inhibitor 100%. hit rate 0.04% among 110,000; active means well fitted curve in the direction sought with a large enough effect in the signal ratio, not every such curve was filed as active; inconclusive means small, poorly fitted or top-dose-only effect, or a change in a side signal; the % refers to the signal ratio;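 further: the direction sought is a rising ratio; 0% = basal untreated cells and 100% = reference inhibitor full response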
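Luminescence ratio of IκBα-fused green versus native red beetle luciferase in OCI-Ly3 cells, 4 h post-doxycycline with compound; red signal alone, scaled from basal (0%) to zero light (-100%), flagged nonspecific or cytotoxic effects.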
Imprint erasure = qHTS Assay for Compounds that Induce Erasure of Genomic Imprints; mouse ES Peg3-LacZ reporter, beta-gal luminescence, 40 h; Potency, µM (highest dose often 60.7 µM), without a hit: at the highest dose activity change, positive = activation, actives largely listed as activators; hit rate 0.02% among 110,000;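 further: 0% = negative control wells on the plate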
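Readout: BetaGlo luminescence (5 min, room temp) for LacZ from the normally silent maternal Peg3 allele in female Peg3LacZ-Neo ES cells. Cells 300/well, 40 h, 37C, 5% CO2. Data normalized per plate to negative controls.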
Starred values were filed as active, the others as inactive; ? = inconclusive; / = no result given; [ ] = another dose, or the depositor's remark. Unless noted, the call rests on the fitted dose curve; in most records, active means well fitted curve in the direction sought with a large enough effect; inconclusive means small, poorly fitted or top-dose-only effect, or another doubt; inactive means no such curve, though single readings can be large; an effect the other way counts as inactive or inconclusive. Unless noted, on the % scale 0 is the no-effect control and ±100 the full control effect; potency means the concentration at half of the fitted maximal effect.

Results follow in this order: p53ts 39C kill, p53ts 32C kill, IkB signaling, Imprint erasure
COc1cccc(NC(=O)Cn2c(=O)n(-c3cccc(OC)c3)c(=O)c3c4c(sc32)CCCC4)c1
→ -20.9%, 0.1%, 8.2%, -5.2%[10.9 µM]
COc1ccc(-c2nc3cnc(N4CCN(C)CC4)nc3n(C3CC3)c2=O)cc1
→ -7.3%, -5.4%, 2.8%[11.4 µM], -1.5%
CCN(CC)CCn1c(NCc2cc(OC)ccc2OC)nc2ccccc21
→ 1.7%, -1.7%, /, /
O=C(NC1CCCCC1)C1Cc2ccccc2CN1S(=O)(=O)c1ccc(F)cc1 (stereo unspecified)
→ 2.2%, 0.3%, /, /
CCCOC(=O)CSc1nnc(-c2cc(OC)c(OC)c(OC)c2)o1
→ 6.6%, -14.7%, ?, -10.1%
COC(=O)c1ccc(OCC2c3cc(OC)c(OC)cc3CCN2C(=O)c2ccco2)cc1 (stereo unspecified)
→ -16.9%, 1.3%, ?, 7.8%
Cc1ccc(Nc2nc3ccccc3nc2-n2nc(C)cc2C)c(Cl)c1
→ -4.1%, 14.9%, 0.7%, -4.8%[10.9 µM]
CNC(=O)c1sc2ncccc2c1-n1cccc1
→ 10.3%, -3.4%, 3.9%, -5.9%[10.9 µM]
O=C(O)C1CCCN(C(=O)NCc2ccccc2)C1 (stereo unspecified)
→ 1.6%, 4.1%, -0.5%, -2.5%
Cc1cc(C(=O)Nc2cccc(O)c2)c(C)o1
→ -13.3%, -11.7%, 14.7%, /
COc1ccc(NC(=O)Nc2ccc(C(=O)N3CCOCC3)cc2)cc1
→ 0.7%, 5.4%, 0.3%, -1.6%
COc1ccc(C)cc1N(C(=O)CNC(=O)c1ccco1)C(C(=O)NC1CCCC1)c1cccnc1 (stereo unspecified)
→ 2.0%, 2.6%, -0.9%, -1.7%
CC(Sc1nc(N(C)C)nc(N2CCOCC2)n1)C(=O)Nc1ccccc1 (stereo unspecified)
→ 16.9%, 1.8%, 0.2%, 6.7%
COc1cccc(OCCn2cc(C(=O)c3ccco3)c3ccccc32)c1
→ 0.0%, -3.7%, ?, -26.9%
CCOC(=O)c1[nH]c(C)c(C(=O)N2CCN(c3cccc(Cl)c3)CC2)c1C
→ -17.4%, -2.8%, ?, -17.8%
CC(C(=O)Nc1nc2ccccc2[nH]1)N1C(=O)C2CC=CCC2C1=O (stereo unspecified)
→ 23.3%, 3.8%, 0.4%, -11.7%
Cc1ccc(C)c(N2CCN(C(=O)c3ccc(CS(=O)(=O)c4ccc(Br)cc4)o3)CC2)c1
→ -3.1%, 5.7%, 0.0%, 11.5%[10.9 µM]
CCOc1ccc(-c2cc(C(=O)NCc3ccc(C)cc3)c3ccccc3n2)cc1
→ -23.5%, 3.9%, -2.2%, -3.2%[10.9 µM]
COC(=O)c1cc(C)sc1NC(=O)c1cccnc1
→ 2.9%, 6.4%, -3.4%, -12.0%
CCCCn1c(-c2cc(Cl)ccc2OC)n[nH]c1=S
→ 9.1%, 14.7%, -1.3%, 8.0%
Cc1ccc2c(c1)c(=O)c(C(=O)c1ccncc1)cn2CC(=O)Nc1ccccc1Cl
→ -8.9%, 2.1%, 2.3%, -12.3%[10.9 µM]
CC1CCCC(C)N1c1nnc(N)s1 (stereo unspecified)
→ -9.7%, 0.5%, 0.1%, 3.8%
N#C/C(=C(/O)COC(=O)Cc1c[nH]c2ccccc12)c1nc2ccccc2[nH]1
→ -9.4%, 2.1%, ?, 3.1%
Cc1cccc(N2CCN(S(=O)(=O)c3ccc4c(c3)C(C(C)C)C(=O)N4)CC2)c1C (stereo unspecified)
→ 25.4%, 54.7%[activator], ?, -16.9%[10.9 µM]
Cc1ccc(S(=O)(=O)Nc2ccc(NC(=O)CN3CCCCC3)cc2)cc1
→ 13.9%, 0.3%, 1.4%, -7.9%
CCOC(=O)Cn1c(=O)oc2cc(S(=O)(=O)N3CCN(c4cccc(C)c4C)CC3)ccc21
→ -28.9%, 4.2%, ?, 9.4%[10.9 µM]
CC(C)NC(=O)NC(=O)COc1ncnc2sccc12
→ -12.5%, -1.9%, -1.2%, 3.5%
Fc1ccc2nc(N3CCCCC3)sc2c1
→ 7.2%, -9.4%, -4.6%, -26.0%
COc1ccc(CNC(=O)COc2ccc(S(=O)(=O)NC(C)C)cc2)cc1
→ -4.0%, 2.5%, 1.0%, 2.6%
CCCCC(=O)Nc1ccc(C(=O)NCCCn2ccnc2)cc1
→ 5.4%, -5.0%, 0.0%, 5.4%
COc1ccc(N2C(=O)CCSC23C(=O)N(Cc2ccc(F)cc2)c2ccccc23)cc1Cl (stereo unspecified)
→ -11.7%, 3.3%, ?, 12.4%[10.9 µM]
Cc1ccc(-c2cc(-c3ccc4c(c3)OCO4)c(C#N)c(N)n2)o1
→ -23.4%, -13.1%, ?, -24.2%
Cn1c(SCC(=O)NCc2ccc3c(c2)OCO3)nnc1C1COc2ccccc2O1 (stereo unspecified)
→ 21.2%, 1.8%, 1.0%, -10.8%
Cc1ccc(NC(=O)Cn2nnc(C(=O)NCCc3ccccc3)c2N)cc1C
→ 14.6%, -2.1%, ?, 22.1%[10.9 µM]
O=C(Nc1cccc(NC(=O)c2ccc(-c3cccc(Br)c3)o2)c1)c1ccco1
→ -6.6%, -11.4%, ?, -17.7%
COc1ccc(N(CC(=O)N2CCN(c3cccc(OC)c3)CC2)S(=O)(=O)c2c(C)noc2C)cc1
→ -15.4%, -9.6%, -2.7%, -13.5%[10.9 µM]
CCOC(=O)C1CCN(C(=O)Cn2ncc3c4ccccc4n(Cc4ccc(F)cc4)c3c2=O)CC1
→ -7.4%, 10.3%, ?, 8.5%[10.9 µM]
COc1ccc(NC(=O)c2cc(C)nc3c2c(C)nn3-c2cccc(Cl)c2C)c(OC)c1
→ 0.5%, 1.5%, ?, -8.0%[10.9 µM]
CCOCCc1nnc(NC(=O)c2cccc(F)c2)s1
→ 2.2%, -9.0%, -0.6%, -78.3%[inhibitor]
CCOc1ccc(C(=O)Nc2ccc3nc(SCc4ccccc4)sc3c2)cc1
→ 3.4%, -9.8%, ?, -10.8%[10.9 µM]
Cc1cc(=O)n2nc(N3CCC(C(=O)NCc4ccc(F)cc4)CC3)sc2n1
→ 0.0%, -0.9%, 0.0%, 17.2%[10.9 µM]
Cc1cc(Nc2cccc(F)c2)n2nc(C)nc2n1
→ 8.9%, 0.9%, -0.6%, -10.0%
CCOC(=O)N1CCN(c2cc(=O)n(-c3cccc(Br)c3)c(=O)[nH]2)CC1
→ 2.3%, -2.1%, -0.4%, -3.5%
O=C(Nc1ccccc1)C1CCN(S(=O)(=O)c2ccc3c(c2)CCCN3C(=O)C2CCC2)CC1
→ -16.7%, 3.2%, ?, -10.3%[10.9 µM]
CCc1ccccc1NC(=O)N1CCc2c([nH]c3ccccc23)C1c1ccc(C)cc1 (stereo unspecified)
→ -18.5%, -1.3%, ?, -4.5%[10.9 µM]
COCOc1ccc(Br)cc1C(=O)[C@H]1O[C@H]1c1cccc(OC)c1
→ -9.7%[9.22 µM], 5.6%[9.22 µM], /, /
COC(=O)c1cc2occc2n1Cc1cccc(C)c1
→ -28.7%, -0.2%, -0.7%, ?
COc1ccc(NC(=O)c2c(NC(=O)c3ccncc3)sc3c2CCC(C(C)(C)C)C3)cc1 (stereo unspecified)
→ -2.6%, 28.4%, ?, -13.7%[10.9 µM]
CN(c1ccccc1C(=O)Nc1cccnc1)S(C)(=O)=O
→ 12.3%, 6.8%, 1.2%, 16.8%
CCOC(=O)CNc1c(-c2ccc(Cl)cc2)nc2cnccn12
→ -10.3%, -16.5%, -1.5%, -38.2%[inhibitor]
O=C(CCCN1C(=O)c2ccccc2C1=O)Nc1ccccc1C(=O)N1CCOCC1
→ 4.6%, 4.1%, -1.6%, -2.4%
COc1cccc(Nc2ncc3nc(-c4cc(F)cc(F)c4)c(=O)n(C[C@H]4CCCO4)c3n2)c1
→ -1.3%, -7.2%, 5.3%[11.4 µM], -8.5%
Nc1cccc(B(O)O)c1
→ 0.7%, 1.4%, /, -1.3%
O=C(CSc1nc2ccccc2c(=O)n1NC(=O)Cc1ccccc1)NCc1ccco1
→ 8.5%, 11.0%, -0.1%, -9.5%
O=C(Nc1ccccc1C(F)(F)F)n1ncc2cc(Cl)ccc21
→ 12.4%, 1.3%, 0.7%, -10.9%[10.9 µM]
O=C1[C@H]2[C@H]3[C@H](O)[C@H](O)C/C(=N/OCc4ccccc4)[C@H]3CC[C@@H]2C(=O)N1C[C@@H]1CCCO1
→ 11.6%[9.22 µM], -4.5%[9.22 µM], /, /
CC(=O)OC[C@@H]1O[C@H](CCO/N=C(\C)CCC(=O)OC[C@@H]2O[C@H](C#Cc3ccccc3)C=C[C@@H]2Oc2ccc(C)cc2)C=C[C@@H]1OC(C)=O
→ 1.6%[9.22 µM], 0.5%[9.22 µM], /, /
OC1(c2ccc(F)cc2)CCN(Cc2nnnn2Cc2cccs2)CC1
→ 8.0%, 7.6%, -1.0%, 5.4%
C/C=C/OC(=O)NC(c1ccccc1)[C@@]1(C(=O)OCC)CCCC1=O (stereo partly specified)
→ 1.8%[9.22 µM], -3.6%[9.22 µM], /, /
CCOc1cccc2sc(N(Cc3cccnc3)C(=O)c3ccc(C#N)cc3)nc12
→ -19.4%, -8.1%, ?, 10.9%[10.9 µM]

Limited to p53ts 32C kill and IkB signaling, for some of the entries so far:
SMILES | p53ts 32C kill | IkB signaling
O=C(Nc1ccccc1)C1CCN(S(=O)(=O)c2ccc3c(c2)CCCN3C(=O)C2CCC2)CC1 | 3.2% | ?
COc1ccc(NC(=O)c2cc(C)nc3c2c(C)nn3-c2cccc(Cl)c2C)c(OC)c1 | 1.5% | ?
CCOC(=O)CNc1c(-c2ccc(Cl)cc2)nc2cnccn12 | -16.5% | -1.5%

2 entries picked at random from the list so far:
Results follow in this order: p53ts 39C kill, p53ts 32C kill, IkB signaling, Imprint erasure
CCOC(=O)N1CCN(c2cc(=O)n(-c3cccc(Br)c3)c(=O)[nH]2)CC1
→ 2.3%, -2.1%, -0.4%, -3.5%
CCOc1ccc(C(=O)Nc2ccc3nc(SCc4ccccc4)sc3c2)cc1
→ 3.4%, -9.8%, ?, -10.8%[10.9 µM]

Continuation.
Results follow in this order: p53ts 39C kill, p53ts 32C kill, IkB signaling, Imprint erasure
CCCCN(Cc1cc2cc(OC)ccc2[nH]c1=O)C(=O)c1ccco1
→ -0.5%, 5.0%, 2.6%, -20.8%
O=C(NC1(C(F)(F)F)C(=O)Nc2c1c(=O)[nH]c(=O)n2CCc1ccccc1)c1ccc(Cl)cc1Cl (stereo unspecified)
→ 16.6%, 1.7%, -2.3%, 4.5%[10.9 µM]
CC(=O)O[C@@H]1CC(C)=C2[C@H]1[C@H](C)CC[C@H]2/C=C(\C)C(=O)O
→ 3.4%, -1.3%[1.84 µM], -0.8%, -8.5%
Cc1ccc(-c2nc(CS(=O)CC(=O)N3CCN(c4ccc(F)cc4)CC3)c(C)o2)cc1 (stereo unspecified)
→ ?, 6.2%, 0.8%, -7.6%[10.9 µM]
CC1CC(Nc2ccccc2)c2ccccc2N1C(=O)c1cccnc1 (stereo unspecified)
→ -1.2%, 0.2%, /, /
Cc1ccc(C)c(CSc2nnc(-c3ccccn3)n2N)c1
→ 1.5%, -4.1%, -0.8%, 8.0%
CCOC1CCCCC1NS(=O)(=O)c1ccc(Cl)cc1 (stereo unspecified)
→ 0.8%, 0.7%, 5.7%, -4.6%
COc1cccc(-n2c(SCC(=O)NCCC3=CCCCC3)nc3n[nH]c(C)c3c2=N)c1
→ -4.2%, -4.2%, ?, -17.4%
COc1ccc(Cn2ccc3nc(C)c(C(=O)Nc4ccc(F)cc4)cc3c2=O)cc1
→ -15.1%, -11.9%, ?, -3.5%[10.9 µM]
CCn1c(Cn2nnc(-c3ccccc3)n2)nnc1SCC(=O)Nc1cccc(C)c1C
→ -16.1%, -9.0%, 0.4%, -8.0%
Cc1ccc(C(=O)OCC(=O)N2CC(=O)Nc3ccccc32)s1
→ 1.5%, 5.5%, -0.5%, -5.2%
